PrPC surface inh: reduces human prion protein on the cell surface; P04156; actives 0.43% (n = 370,000); cell surface PrPC, TR-FRET read-out; inhibition, % at 13.8 µM; in the data active = inhibition above about 24%; note: 0% = median of the test wells and 100% = reference compound wells
Rv3671c protease: inhibits the M. tuberculosis serine protease Rv3671c. actives 0.048% (n = 320,000). inhibition, % at 5.96 µM. AID 2606; in the data active = inhibition above about 38%;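 note: extracellular domain of Rv3671c used as enzyme; 0% = enzyme with DMSO and 100% = no enzyme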
Target sequence (P9WHR9 whole entry, looked up, the tested form may be a part): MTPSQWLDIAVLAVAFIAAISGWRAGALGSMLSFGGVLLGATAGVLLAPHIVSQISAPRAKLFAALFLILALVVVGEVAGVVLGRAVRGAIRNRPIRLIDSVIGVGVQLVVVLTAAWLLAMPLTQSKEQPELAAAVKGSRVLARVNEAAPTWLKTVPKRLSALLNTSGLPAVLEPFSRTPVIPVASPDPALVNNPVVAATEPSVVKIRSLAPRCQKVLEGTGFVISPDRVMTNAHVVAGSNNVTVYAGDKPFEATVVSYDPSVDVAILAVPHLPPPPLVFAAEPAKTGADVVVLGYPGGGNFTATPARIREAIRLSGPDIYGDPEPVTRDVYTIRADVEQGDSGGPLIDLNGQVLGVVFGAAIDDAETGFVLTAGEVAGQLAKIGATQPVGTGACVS
CCHF vOTU inh: CCHFV vOTU protease inhibition; Pep-AMC fluorescence; inhibition, % at 11.5 µM; actives 0.55% (n = 370,000); AID 651958; in the data active = inhibition above about 30%; note: 0% = vehicle wells with enzyme and 100% = no enzyme wells
Y pestis TopoI: Y. pestis Topo-I inhibition via cleavage products. Y. pestis Topo-I cleavage product accumulation, plate reader. activity, % at 10 µM. actives 0.064% (n = 360,000). AID 504884; in the data active = activity above about 50%, passing the limit was not always enough; note: inactives centre near 2
DUSP3 inh: blocks human VHR1 dual specificity phosphatase | inhibition, % at 13.3 µM | P51452 | actives 0.52% (n = 290,000) | recombinant VHR phosphatase, pNPP absorbance; in the data active = inhibition above about 50%; note: some compounds called inactive have numbers as strong as hits
Target sequence (P51452 whole entry, looked up): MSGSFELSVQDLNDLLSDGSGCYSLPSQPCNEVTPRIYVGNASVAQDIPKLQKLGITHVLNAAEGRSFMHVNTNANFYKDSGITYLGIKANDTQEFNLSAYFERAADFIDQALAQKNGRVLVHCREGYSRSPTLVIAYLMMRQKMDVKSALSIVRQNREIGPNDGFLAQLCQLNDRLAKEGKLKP
SARS 3CLpro inh: SARS-CoV 3CLpro protease inhibition; P0C6X7; recombinant SARS-CoV 3CLpro, quenched FRET peptide cleavage; inhibition, % at 6 µM; actives 0.14% (n = 290,000); AID 1706; in the data active = inhibition above about 12%
Vc quorum ag: quorum light induction in luxS cqsA deficient V. cholerae; actives 0.16% (n = 350,000); AID 588436; activation, % at 18.7 µM; V. cholerae BH1578 lux reporter, luminescence, 6 h; in the data active = activation mostly above about 9.7%, no sharp cut-off; note: not every result past the cut was called active; inactives centre near 0; reference of the scale not given here
MazEF act: activators of E. coli MazEF toxin-antitoxin RNase; P0AE70; FAM/BHQ RNA-DNA oligo cleavage fluorescence, 5 h; activation, % at 20 µM; actives 0.32% (n = 350,000); AID 504720; in the data active = activation above about 50%
Target sequence (P0AE70 whole entry, looked up): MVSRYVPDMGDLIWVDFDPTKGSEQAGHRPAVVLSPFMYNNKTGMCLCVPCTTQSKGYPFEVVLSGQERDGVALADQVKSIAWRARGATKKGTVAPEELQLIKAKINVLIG
TcdB inh: inhibitors of Clostridioides difficile toxin B glycohydrolase; P18177; TcdB glycohydrolase enzymatic assay, plate reader; inhibition, % at 9.99 µM; actives 0.24% (n = 350,000); AID 652162; in the data active = inhibition above about 10%
PriA SSB inh: inhibitors of Klebsiella pneumoniae PriA binding to SSB C-terminal tail; inhibition, % at 33 µM; AlphaScreen SSBct-PriA binding, biotinylated peptide; actives 0.6% (n = 430,000); in the data active = inhibition mostly above about 37%, no sharp cut-off; inactive = mostly below about 20%;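 note: plate controls were negative control peptide for no effect and reference peptide for full effect; strong numbers were not always called active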
An asterisk follows results filed as active; & = joins results of further samples. An excerpt; rates above refer to the full screens.

`CSc1nccc(-c2nn(-c3ccc(C)cc3)ccc2=O)n1` gave PrPC surface inh -10, Rv3671c protease 4, CCHF vOTU inh 4, Y pestis TopoI -2, DUSP3 inh -6, SARS 3CLpro inh 1, Vc quorum ag -0.2, MazEF act 2 and PriA SSB inh 77*.
Screening CC(=O)c1ccc(OCCCC(=O)NCCc2ccccc2)cc1 returned PrPC surface inh -1, Rv3671c protease -7, CCHF vOTU inh -6, Y pestis TopoI 10, DUSP3 inh 7, SARS 3CLpro inh 4, Vc quorum ag inactive, MazEF act 4, TcdB inh 5.0 and PriA SSB inh -19.
Screening CC[C@]1(C(=O)OC)[C@H]2C(=O)N(Cc3ccccc3)C(=O)[C@H]2[C@H]2CN=C(SCC3CC3)N21 returned PrPC surface inh -8, CCHF vOTU inh 8, Y pestis TopoI 12, Vc quorum ag inactive, MazEF act 7, TcdB inh 0.1 and PriA SSB inh -15.
For Nc1c(Cl)cc(Cl)cc1C(=O)OCC(=O)N1CCOCC1 the results were PrPC surface inh -4, Rv3671c protease 9, CCHF vOTU inh -140, Y pestis TopoI -5, DUSP3 inh 9, SARS 3CLpro inh -1, Vc quorum ag -0.3, MazEF act -9, TcdB inh 0.3 and PriA SSB inh -13.
`CCOc1c2ccc(C(=O)N[C@H](C)C3CCCCC3)cc2nn1CC` gave PrPC surface inh -3, Rv3671c protease 13, CCHF vOTU inh -45, Y pestis TopoI 14, DUSP3 inh 17, SARS 3CLpro inh 1, Vc quorum ag inactive, MazEF act 1, TcdB inh -0.5 and PriA SSB inh -30.
For Cc1ccc(Cn2cc(CCC(=O)O)c3ccccc32)cc1 the results were PrPC surface inh 12, Rv3671c protease -1, CCHF vOTU inh -7, Y pestis TopoI 6, DUSP3 inh 2, SARS 3CLpro inh -1, Vc quorum ag 0.7, MazEF act -4, TcdB inh -1.1 and PriA SSB inh -4.
`CC(=O)N1CCN(C(=O)c2cc(-c3ccc(C)o3)nc3ccccc23)CC1` gave PrPC surface inh -14, Rv3671c protease -5, CCHF vOTU inh -125, Y pestis TopoI -9, Vc quorum ag -14, MazEF act 2, TcdB inh 0.2 and PriA SSB inh -15.
For Nc1ccccc1NC1=CC(=O)CC(c2ccco2)C1 (stereo unspecified) the results were PrPC surface inh 0, Rv3671c protease 1, CCHF vOTU inh -5, Y pestis TopoI -13, DUSP3 inh 15, SARS 3CLpro inh 2, Vc quorum ag 0.0, MazEF act 4 and PriA SSB inh 5.
Cc1cc(C)cc(N(CCC(=O)Nc2nnc(C3CC3)s2)S(=O)(=O)c2ccc(Cl)cc2)c1 was read as PrPC surface inh 9, Rv3671c protease -8, CCHF vOTU inh 0, Y pestis TopoI 20, DUSP3 inh -10, SARS 3CLpro inh 0, Vc quorum ag -0.4, MazEF act -3, TcdB inh 0.3 and PriA SSB inh -7.
`Cc1[nH]nc(-c2ccc(OCc3cnn(-c4ccccc4)c3)cc2O)c1Oc1ccc(F)cc1` gave PrPC surface inh 3, Rv3671c protease -3, CCHF vOTU inh 13, Y pestis TopoI -1, DUSP3 inh 30, SARS 3CLpro inh -2, Vc quorum ag -0.3, MazEF act 0 and PriA SSB inh -10.
For CC(C)(C)C(=O)O/N=C1\CCS(=O)(=O)c2sccc21 the results were PrPC surface inh 4, Rv3671c protease 13, CCHF vOTU inh -12, Y pestis TopoI -12, DUSP3 inh 22, SARS 3CLpro inh 2, MazEF act 10 and TcdB inh 1.3.
For CCOC(=O)C1C(c2cc(OC)c(OC)c(OC)c2)NC(=S)NC1(O)C(F)(F)F (stereo unspecified) the results were PrPC surface inh -8, Rv3671c protease 4, CCHF vOTU inh 4, Y pestis TopoI -3, DUSP3 inh 1, SARS 3CLpro inh -6, Vc quorum ag -0.4, MazEF act 2 and PriA SSB inh -14.
Screening CCCCn1c(N)c(N(CCC(C)C)C(=O)c2c(CC)noc2C)c(=O)[nH]c1=O returned PrPC surface inh -2, CCHF vOTU inh 16, Y pestis TopoI 6, Vc quorum ag inactive, MazEF act 2 and TcdB inh 0.9.
Screening COc1ccc(/C=N/NC(=O)c2ccccc2Cl)cc1CSc1nc2ccccc2s1 returned PrPC surface inh 17, Rv3671c protease -60, CCHF vOTU inh 9, Y pestis TopoI 1, DUSP3 inh 28, SARS 3CLpro inh 5, Vc quorum ag -0.3 and MazEF act -24.
For CCc1c(C)nc2ncnn2c1N1CCCC(C(=O)NCc2ccco2)C1 (stereo unspecified) the results were PrPC surface inh -1, Rv3671c protease -3, CCHF vOTU inh -11, Y pestis TopoI 11, DUSP3 inh 0, SARS 3CLpro inh -2, Vc quorum ag 2.8, MazEF act 8 and PriA SSB inh 1.
Screening CCn1cc(C(=O)NCC(OC)OC)c(=O)c2cc(S(=O)(=O)N(C)C3CCCCC3)ccc21 returned PrPC surface inh 6, Rv3671c protease -3, CCHF vOTU inh 1, Y pestis TopoI 22, DUSP3 inh 1, SARS 3CLpro inh 5, Vc quorum ag 0.1, MazEF act 3, TcdB inh -1.5 and PriA SSB inh 2.
`Cc1ccc(OCCC(=O)OCc2csc(CC(=O)Nc3ccccc3C)n2)cc1` gave PrPC surface inh -3, Rv3671c protease -8, CCHF vOTU inh 7, Y pestis TopoI 29, DUSP3 inh 5, SARS 3CLpro inh 2, Vc quorum ag -0.3, MazEF act -2, TcdB inh 0.6 and PriA SSB inh -1.
Cc1cc([N+](=O)[O-])ccc1NC(=S)NC1CCCC1 was read as PrPC surface inh -12, Rv3671c protease -4, CCHF vOTU inh 3, Y pestis TopoI -3, DUSP3 inh 10, SARS 3CLpro inh -3, Vc quorum ag inactive, MazEF act -4, TcdB inh 0.3 and PriA SSB inh 6.
Screening COc1ccccc1N1CCN(CC(=O)N2CCCC2)CC1 returned PrPC surface inh 2, Rv3671c protease 15, CCHF vOTU inh -1, Y pestis TopoI 2, DUSP3 inh 4, SARS 3CLpro inh 1, Vc quorum ag inactive, MazEF act 6, TcdB inh -1.0 and PriA SSB inh 12.
For NS(=O)(=O)c1ccc(NNC(=O)c2ccccc2)cc1 the results were PrPC surface inh 6, Rv3671c protease 4, CCHF vOTU inh -13, Y pestis TopoI 0, DUSP3 inh -1, SARS 3CLpro inh 3, Vc quorum ag 0.1, MazEF act -4, TcdB inh -5.0 and PriA SSB inh 1.

For reference, some entries already given.
For CCc1c(C)nc2ncnn2c1N1CCCC(C(=O)NCc2ccco2)C1 (stereo unspecified) the results were PrPC surface inh -1, Rv3671c protease -3, CCHF vOTU inh -11, Y pestis TopoI 11, DUSP3 inh 0, SARS 3CLpro inh -2, Vc quorum ag 2.8, MazEF act 8 and PriA SSB inh 1.
Screening CCn1cc(C(=O)NCC(OC)OC)c(=O)c2cc(S(=O)(=O)N(C)C3CCCCC3)ccc21 returned PrPC surface inh 6, Rv3671c protease -3, CCHF vOTU inh 1, Y pestis TopoI 22, DUSP3 inh 1, SARS 3CLpro inh 5, Vc quorum ag 0.1, MazEF act 3, TcdB inh -1.5 and PriA SSB inh 2.
`Cc1ccc(OCCC(=O)OCc2csc(CC(=O)Nc3ccccc3C)n2)cc1` gave PrPC surface inh -3, Rv3671c protease -8, CCHF vOTU inh 7, Y pestis TopoI 29, DUSP3 inh 5, SARS 3CLpro inh 2, Vc quorum ag -0.3, MazEF act -2, TcdB inh 0.6 and PriA SSB inh -1.
Cc1cc([N+](=O)[O-])ccc1NC(=S)NC1CCCC1 was read as PrPC surface inh -12, Rv3671c protease -4, CCHF vOTU inh 3, Y pestis TopoI -3, DUSP3 inh 10, SARS 3CLpro inh -3, Vc quorum ag inactive, MazEF act -4, TcdB inh 0.3 and PriA SSB inh 6.
Screening COc1ccccc1N1CCN(CC(=O)N2CCCC2)CC1 returned PrPC surface inh 2, Rv3671c protease 15, CCHF vOTU inh -1, Y pestis TopoI 2, DUSP3 inh 4, SARS 3CLpro inh 1, Vc quorum ag inactive, MazEF act 6, TcdB inh -1.0 and PriA SSB inh 12.
For NS(=O)(=O)c1ccc(NNC(=O)c2ccccc2)cc1 the results were PrPC surface inh 6, Rv3671c protease 4, CCHF vOTU inh -13, Y pestis TopoI 0, DUSP3 inh -1, SARS 3CLpro inh 3, Vc quorum ag 0.1, MazEF act -4, TcdB inh -5.0 and PriA SSB inh 1.

Next compounds follow:
COc1ccc(Nc2nc(NCc3ccco3)nc(N3CCOCC3)n2)cc1 was read as PrPC surface inh -3, Rv3671c protease -5, CCHF vOTU inh 1, Y pestis TopoI -12, DUSP3 inh 19, SARS 3CLpro inh -2, Vc quorum ag -0.8, MazEF act 9, TcdB inh -0.1 and PriA SSB inh 5&13.
Screening CCCn1c(N)c(N(CCOC)C(=O)COC(=O)CSc2cc(C)c3ccccc3n2)c(=O)[nH]c1=O returned PrPC surface inh 13, Rv3671c protease 0, CCHF vOTU inh 2, Y pestis TopoI -1, Vc quorum ag inactive, MazEF act 8, TcdB inh 2.5 and PriA SSB inh -6.
For Cc1ccc(C2=NN(CCC#N)C(=O)CO2)cc1 the results were PrPC surface inh 0, Rv3671c protease -2, CCHF vOTU inh -18, Y pestis TopoI 4, DUSP3 inh 23, SARS 3CLpro inh 0, Vc quorum ag -0.9, MazEF act 6, TcdB inh 1.3 and PriA SSB inh 2.
O=S1(=O)CCN(Cc2ccccc2)CC1 was read as PrPC surface inh 5, CCHF vOTU inh 9, Y pestis TopoI 0, Vc quorum ag 3.1, MazEF act 6 and TcdB inh 0.9.
For COc1ccc2oc(=Nc3ccc(C(=O)O)cc3)c(C(=O)NCc3ccco3)cc2c1 the results were PrPC surface inh 1, Rv3671c protease 7, CCHF vOTU inh -1, Y pestis TopoI 6, DUSP3 inh 17, SARS 3CLpro inh 0, Vc quorum ag -0.4, MazEF act 0 and PriA SSB inh -10.
CCC(CC)NC(=O)Nc1cccc(C)c1C was read as PrPC surface inh 0, Rv3671c protease -6, CCHF vOTU inh -3, Y pestis TopoI 2, DUSP3 inh -10, SARS 3CLpro inh 2, Vc quorum ag -0.2, MazEF act 2, TcdB inh -0.6 and PriA SSB inh -2.
O=C(NCCc1ccccc1F)C1CC(O)CN1C(=O)Nc1ccccc1 (stereo unspecified) was read as PrPC surface inh 2, CCHF vOTU inh -7, Y pestis TopoI -14, DUSP3 inh 9, SARS 3CLpro inh -2, Vc quorum ag 0.3, MazEF act 18, TcdB inh 1.6 and PriA SSB inh 1.
Screening O=C1c2ccccc2C(=O)N1CCCCN(C(=O)c1ccc(Cl)s1)c1ccc(Cl)cc1 returned PrPC surface inh 1, Rv3671c protease -8, CCHF vOTU inh 2, Y pestis TopoI 4, DUSP3 inh 0, SARS 3CLpro inh -4, Vc quorum ag -0.2, MazEF act -4 and PriA SSB inh -18.
`CC(O)CNCCOc1ccccc1-c1ccccc1` (stereo unspecified) gave PrPC surface inh -3, Rv3671c protease -3, CCHF vOTU inh -10, Y pestis TopoI 4, DUSP3 inh 6, SARS 3CLpro inh 1, Vc quorum ag -1.1, MazEF act 4, TcdB inh 0.7 and PriA SSB inh -10.
Screening Cc1noc(C)c1NC(=O)N(C)C[C@H]1Oc2c(NC(=O)Nc3ccc4c(c3)OCO4)cccc2C(=O)N([C@H](C)CO)C[C@@H]1C returned PrPC surface inh 2, Rv3671c protease 5, CCHF vOTU inh -7, Y pestis TopoI 6, Vc quorum ag inactive, MazEF act 3, TcdB inh -0.2&2.3 and PriA SSB inh 3.
`COc1ccccc1N1CCN(C2CCCN(C(=O)CCc3cnn(C)c3)C2)CC1` (stereo unspecified) gave PrPC surface inh -3, Rv3671c protease 0, CCHF vOTU inh 0, Y pestis TopoI 11, DUSP3 inh 34, SARS 3CLpro inh -2, Vc quorum ag inactive, MazEF act 2, TcdB inh 1.4 and PriA SSB inh -9.
O=C(NC(=O)N1CCN(c2ccc([N+](=O)[O-])cn2)CC1)c1ccccc1F was read as PrPC surface inh -5, Rv3671c protease 7, CCHF vOTU inh -6, Y pestis TopoI 0, DUSP3 inh 4, SARS 3CLpro inh 5, Vc quorum ag -0.6, MazEF act -1, TcdB inh 0.3 and PriA SSB inh -2.
